# RXFP1 ag: RXFP1 (human) receptor agonism; Potency, µM (series often up to 57.5 µM), without a hit: at the highest dose activation, usual class: activators; actives 0.3% (n = 370,000); Q9HBX9; HEK293T-RXFP1 cAMP TR-FRET, 30 min; response scale: percent of porcine relaxin response, buffer zero; further: potency means the concentration at half of the fitted maximal effect; on the % scale 0 is the no-effect control and ±100 the full control effect; nearly all actives have a fitted effect of over 60% in size; many of its hits are not listed in these tables
#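 HEK293 cells stably expressing RXFP1, treated 30 min at 37C with compounds plus PDE4 inhibitor Ro 20174; cAMP measured by HTRF TR-FRET. Normalized to buffer and 29 nM porcine relaxin; EC50 by Hill fit.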
# D1 potentiator: human D1 dopamine receptor positive modulation | P21728 | HEK293 TREx D1 cells, calcium flux, dopamine EC20 potentiation | potentiation, % at 10 µM | actives 0.036% (n = 360,000); in the data active means potentiation above about 30%; further: 0% is about no effect
# Vif-A3F inh: Vif-A3F binding inhibition | Potency, µM (top dose mostly 46.1 µM), inactives show top-dose activity, negative = active | AID 602313 | actives 0.2% (n = 390,000) | HeLa A3F-eYFP + Vif (tagged APOBEC3F with the HIV-1 protein that degrades it), YFP fluorescence increase; further: potency means the concentration at half of the fitted maximal effect; % of control where 0% means no effect; nearly all actives have a fitted effect of over 65% in size
#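 HeLa cells stably expressing Vif plus C-terminally eYFP-tagged A3F were seeded, incubated overnight at 37 deg C, dosed with compound, incubated overnight again at 37 deg C. Yellow fluorescence (Ex 488/Em 500-530) reported blocked Vif-mediated A3F-eYFP degradation.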
# LDHA inh: inhibitors of human lactate dehydrogenase A; P00338; purified LDHA, NADH/diaphorase-resazurin fluorescence; active compounds read low; activity change, % (values are at about 110 or 230 µM); actives 0.15% (n = 480,000); AID 1347041; in the data active means activity change below about -30%; inconclusive means mostly about -25% to -30%;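 further: plate controls were DMSO wells for no effect and wells without enzyme for full effect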
#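 Human LDH5 (2 nM) was incubated with 0.06 mM NADH and 0.2 mM pyruvate for 5 min at room temperature in Tris pH 7.4. Remaining NADH was coupled through diaphorase/resazurin, and resorufin fluorescence was read at 0 and 20 min.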
# D1 agonist: activates the human D1 dopamine receptor; activation, % at 2 µM; AID 504660; HEK293 T-REx D1 cells, calcium flux, agonist mode; actives 1% (n = 360,000); in the data active means activation above about 30%; further: 0% is about no effect
#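 Inducible HEK293 T-REx D1 cells, force-coupled to calcium signalling, were plated at 4000 cells/well with tetracycline and held overnight at 30 C. After no-wash calcium dye loading, compound-evoked calcium rise over 180 s flagged agonists.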
# Glioma ERSR ind: ER stress response induction in glioma; U87-MG GRP78 promoter luciferase reporter, 16 h; Potency, µM, without a hit: at the top dose activation, hits mostly activators; actives 0.02% (n = 420,000); AID 602332; further: potency means the concentration at half of the fitted maximal effect; series mostly up to about 76 µM; % of control where 0% means no effect; nearly all actives have a fitted effect of over 35% in size
#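 Stably transfected U87-MG glioma cells carrying a GRP78-based luciferase sensor; 16 h compound incubation. Luminescence end-point read 10 min after Bright-Glo addition at room temperature.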
# D2 potentiator: D2 dopamine receptor (human) potentiation. P14416. HEK293 T-REx D2, calcium flux, EC20 dopamine potentiation. potentiation, % at 10 µM. actives 0.34% (n = 340,000);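 active means potentiation over 3 SD above the plate norm, cut at about 30% in these data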; further: 0% is about no effect
# Target sequence (P14416 whole entry, looked up): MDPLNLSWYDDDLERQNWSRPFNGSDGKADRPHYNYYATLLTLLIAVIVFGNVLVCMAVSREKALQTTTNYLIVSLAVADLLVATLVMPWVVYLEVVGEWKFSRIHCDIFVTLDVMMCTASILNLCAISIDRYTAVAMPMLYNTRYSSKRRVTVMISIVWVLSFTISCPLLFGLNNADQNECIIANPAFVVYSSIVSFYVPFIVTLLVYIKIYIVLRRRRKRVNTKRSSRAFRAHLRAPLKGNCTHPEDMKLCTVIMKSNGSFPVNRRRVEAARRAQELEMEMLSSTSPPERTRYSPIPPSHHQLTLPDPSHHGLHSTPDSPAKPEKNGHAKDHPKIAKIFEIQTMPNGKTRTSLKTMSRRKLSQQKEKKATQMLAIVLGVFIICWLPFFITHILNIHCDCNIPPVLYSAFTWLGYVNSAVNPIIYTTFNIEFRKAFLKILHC
#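 Cells plated with tetracycline inducer and held overnight at 30 C; calcium dye loaded 30–90 min at room temperature; baseline taken, compound added and read 180 s; EC20 dopamine then added and read 180 s.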
# Vif-APOBEC3G blk: inhibitors of Vif-APOBEC3G interaction. HeLa A3G-eYFP + Vif (tagged APOBEC3G with the HIV-1 protein that degrades it), YFP fluorescence, overnight. Potency, µM (titrated, usually from 46.1 µM), for the others: top-dose activity, negative = active, hits mostly inhibitors. actives 0.076% (n = 410,000). AID 602310;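 further: potency means the concentration at half of the fitted maximal effect; on the % scale 0 is the no-effect control and ±100 the full control effect; nearly all actives have a fitted effect of over 60% in size; hits raise eYFP signal because A3G escapes Vif-driven loss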
# Target sequence (Q9HC16 whole entry, looked up): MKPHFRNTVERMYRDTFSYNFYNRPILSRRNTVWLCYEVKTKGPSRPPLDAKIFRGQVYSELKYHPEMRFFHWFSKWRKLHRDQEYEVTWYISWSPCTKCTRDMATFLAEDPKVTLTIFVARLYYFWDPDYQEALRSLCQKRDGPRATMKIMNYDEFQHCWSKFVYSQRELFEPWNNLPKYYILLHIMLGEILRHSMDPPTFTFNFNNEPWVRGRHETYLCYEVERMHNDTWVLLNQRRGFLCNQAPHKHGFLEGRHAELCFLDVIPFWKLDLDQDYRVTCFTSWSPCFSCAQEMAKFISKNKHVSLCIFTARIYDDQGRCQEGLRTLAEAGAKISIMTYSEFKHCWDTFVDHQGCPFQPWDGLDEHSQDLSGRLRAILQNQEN
#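 Read-out is eYFP fluorescence (Ex 488/Em 500-530) from Vif-expressing HeLa A3G-eYFP cells; more signal means A3G escaped Vif-mediated degradation. Cells plated overnight, compound pinned in, incubated overnight at 37 deg C.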
# D1 antag: blocks dopamine activation of the human D1 receptor | AID 504652 | HEK293 TREx D1 cells, calcium flux, dopamine EC80; active compounds read low | actives 3.2% (n = 360,000) | activity change, negative = inhibition, % at 10 µM | P21728; in the data active means activity change below about -30%; further: on the % scale 0 is the no-effect control and ±100 the full control effect
#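 After overnight tetracycline induction at 30 C, force-coupled D1 HEK293 cells took up a no-wash calcium dye at room temperature. Compounds were added and monitored 180 s, and the response to EC80 dopamine was then recorded.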
# * marks the source's active call; other numbers are inactive results; ? = inconclusive; . = not tested or not shown; & = joins results of further samples; [ ] = dose if it differs, or a comment. Unless noted, the call rests on the fitted dose curve; in most records, active means well fitted curve in the direction sought with a large enough effect; inconclusive means small, poorly fitted or top-dose-only effect, or another doubt; inactive means no such curve, though single readings can be large; an effect the other way counts as inactive or inconclusive. A portion of the library, so the mix of outcomes need not match the whole.
Compound,RXFP1 ag,D1 potentiator,Vif-A3F inh,LDHA inh,D1 agonist,Glioma ERSR ind,D2 potentiator,Vif-APOBEC3G blk,D1 antag
O=C(Nc1ccc(OC(F)(F)F)cc1)NC1COc2ccccc2C1 (stereo not given),0.4%,-4,-18%,-4,19,-5%,.,1%,-11
COc1ccc(C(C#N)CC(=O)c2ccc(OCc3ccccc3)c(OC)c2)cc1OC (stereo not given),.,.,-1%,-2,.,-5%,.,-4%,.
O=C(CSc1nc2ccccc2c(=O)n1CC1CCCCC1)N1CCOCC1,1.5%,0,-10%,-3,0,0%,3,-11%,-3
O=C1OC(c2ccc(F)cc2)=C/C1=C\c1ccc(O)cc1,2.1%,-4,4%,-18,1,2%,-11,-1%,-19
CCC1(C)NC(=O)N(CC(=O)N2CCN(c3cccc(Cl)c3)CC2)C1=O (stereo not given),-0.8%,-6,-12%,-7,4,0%,-3,0%,-15
CCN(Cc1ccc(OC)c(COC)c1)CC1CCCN(CCc2cccc(F)c2)C1 (stereo not given),-1.1%,-9,-1%,2,0,-5%,-12,-1%,-3
COc1ccccc1C(=O)NCC(=O)OC(C)C(=O)NC1CCCCC1C (stereo not given),0.7%,-4,6%,-4,-1,-3%,0,4%,9
COc1ccccc1-c1cc2nc(C)c(CCC(=O)NCc3ccco3)c(C)n2n1,1.3%,-10,2%,-2,2,-9%,14,-3%,4
CC(C)(C)OC(=O)NCc1ccc(CNC(=O)c2nc[nH]c2C(=O)N2CCN(C(=O)OC(C)(C)C)CC2)cc1,0.1%,-5,-2%,-1,-1,-3%,15,0%,.
Cc1cc(Nc2cccc(C(=O)O)c2)n2ncnc2n1,12%,-2,-3%,-2,3,-7%,12,-2%,1
COc1ccc(NC(=O)CCn2cccc2)c(OC)c1,1.4%,-3,10%,-3,4,-4%,-1,2%,-9
O=C(Cc1cccs1)NCCS(=O)(=O)N1CCN(c2cccc(Cl)c2)CC1,-0.4%,-3,-11%,-3,8,-3%,0,-1%,-1
Cn1ncc2c(NCCc3ccccc3)nc(Cl)nc21,.,.,-8%,-4,.,?,.,-20%,.
Cc1cc(N2CCN(C)CC2)nc(=S)[nH]1,2.4%,3,-2%,-2,1,-1%,-12,-9%,9
O=C(COC(=O)c1cc2ccccc2cc1O)NCc1ccccc1,.,.,1%,-4,.,-3%,.,-3%,.
O=C(NCCN1CCCCC1)/C(=N\O)c1ccccc1,0.4%,-2,-9%,-3,2,-5%,1,-1%,4
Nc1ncnc(N)c1NC(=O)c1ccc(OCc2ccccc2)cc1,.,.,3%,-1,.,-1%,.,0%,.
Cc1ccc(NC(=O)c2cc(-c3cccs3)nc3ccccc23)nc1,11%,-11,5%,2,1,-3%,13,-10%,-48*
CCC(Oc1ccc(Br)cc1)C(=O)N1CCN(c2ncccn2)CC1 (stereo not given),1.5%,0,-24%,1,0,0%,-2,1%,7
COc1cc(NC(=O)CSC2=Nc3ccccc3N=C(c3ccc(F)cc3)C2)cc(OC)c1,-0.4%,-3,-13%,0&-3,6,4%,7,-8%,-8
COc1cccc(CNC(=O)C(=O)NCCc2ccc(OC)c(OC)c2)c1,0.1%,3,-21%,0,0,-4%,.,-13%,-4
c1ccc(Cc2noc(CN3CCN(CCOc4ccccc4)CC3)n2)cc1,0.1%,-2,-1%,2,0,0%,-25,-5%,6
O=C(NNC(=O)c1ccco1)c1cccc([N+](=O)[O-])c1,1.3%,-1,-4%,0,2,-4%,-3,0%,3
CCOC(=O)N1CCN(C(=O)/C(=C/c2cccs2)NC(=O)c2ccc(OC)c(OC)c2)CC1,0.0%,-2,-1%,-14,4,-2%,24,-1%,2

# Full records, quoted from the list. Values in the order: RXFP1 ag, D1 potentiator, Vif-A3F inh, LDHA inh, D1 agonist, Glioma ERSR ind, D2 potentiator, Vif-APOBEC3G blk, D1 antag
# COc1cc(NC(=O)CSC2=Nc3ccccc3N=C(c3ccc(F)cc3)C2)cc(OC)c1 as listed: -0.4%, -3, -13%, 0&-3, 6, 4%, 7, -8%, -8
# O=C(NCCN1CCCCC1)/C(=N\O)c1ccccc1 as listed: 0.4%, -2, -9%, -3, 2, -5%, 1, -1%, 4

# Following part
Compound,RXFP1 ag,D1 potentiator,Vif-A3F inh,LDHA inh,D1 agonist,Glioma ERSR ind,D2 potentiator,Vif-APOBEC3G blk,D1 antag
Cc1cc(N2C(=O)C3C4c5ccccc5C(c5ccccc54)C3C2=O)no1 (stereo not given),-0.2%,-6,5%,1,0,-3%,11,-4%,22
Cc1cccc(C2c3[nH]c4ccccc4c3CCN2C(=O)Cc2nc(-c3ccccc3)n[nH]2)n1 (stereo not given),0.0%,7,12%,-1,0,-4%,5,-15%,11
CC1(C)CC2(CCO1)OC(=O)CC2C(=O)Nc1cccc2ccccc12 (stereo not given),-0.6%,1,-7%,9,1,0%,10,-1%,6
Cc1ccc2c(c1)c(=O)c1ccccc1n2CCCC(=O)Nc1ccc(C)c(F)c1,4.7%,-2,1%,3,7,-1%,5,4%,-48*
O=C(Nc1cccc2cccnc12)c1ccc(-c2cccc(Cl)c2)o1,-0.5%,-1,1%,-6,0,-2%,1,0%,6
COc1ccccc1NC(=O)CSc1nc2nccnc2c(=O)n1Cc1cccs1,?,6,-13%,0,2,-5%,2,-3%,-23
CC(C)OC(=O)C(C#N)c1nc2ccccc2nc1N1CCN(Cc2ccc3c(c2)OCO3)CC1 (stereo not given),3.1%,1,.,.,0,.,-6,.,-5
Cc1cccc(N2CCN(S(=O)(=O)c3ccc4c(c3)C(C)(C)C(=O)N4C)CC2C)c1 (stereo not given),0.2%,-6,0%,0,3,-1%,-1,0%,-3
CCOC(=O)C1CCCN(C(=O)c2ccc(-c3ccc([N+](=O)[O-])cc3)o2)C1 (stereo not given),0.5%,-3,-2%,3,3,0%,-1,-1%,-7
CC(=O)N/C(=N\OCc1ccc(Br)cc1)c1nonc1NC(C)=O,3.5%,-2,-19%,-5,6,-5%,2,2%,4
COc1ccc2c(-c3ccccc3)cc(=S)[nH]c2c1,13%,4,8%,-3,1,-5%,-6,-1%,-4
Cc1cc(OC2CCCCC2)nc(NCc2ccccc2)n1,2.1%,7,2%,-12,2,2%,3,1%,15
O=C(Nc1ccc(OC(F)(F)F)cc1)c1nc2ccccc2nc1N1CCCCC1,0.5%,-2,0%,?,8,-4%,14,-2%,-4
CCOc1ccc(CC(=O)NCCc2sc3nc(-c4ccc(OC)cc4)nn3c2C)cc1,2.2%,-1,2%,-12,0,-2%,7,5%,.
COc1ccc(CCNC(=O)COC(=O)/C=C/c2cccs2)cc1,-2.3%,0,-9%,-1,5,-4%,20,0%,-13
N#CC1(NC(=O)COC(=O)c2cc([N+](=O)[O-])ccc2N2CCCC2)CCCCC1,0.6%,0,-25%,-8,12,-4%,-4,-1%,-1
COc1cccc(-c2nc(SCC(=O)Nc3ccc4c(c3)OCO4)c(-c3ccccc3)[nH]2)c1,1.8%,-3,3%,-3,1,-3%,-12,-1%,6
C#CCNc1nc(C(C)C)nc2c1nnn2Cc1ccccc1F,0.9%,2,7%,-4,2,-3%,17,0%,20
CCN1CCN(c2ccc(N3CCN(S(=O)(=O)c4cccc([N+](=O)[O-])c4)CC3)nn2)CC1,.,.,6%,-5,.,-3%,.,-4%,.
COc1ccc(-n2ncc(C(C)NS(=O)(=O)c3cc(C)sc3C)c2C)cc1 (stereo not given),.,.,-6%,-3,.,0%,.,5%,.
Cc1cc(C)c2cc(C#N)c(NCCCNC(=O)c3cccnc3)nc2c1,.,.,0%,-2,.,-1%,.,3%,.
CCN(CCO)c1nc(NCc2ccccc2)c2cnn(C)c2n1,7.5%,-6,-4%,1,3,-2%,-6,-15%,2
Cc1ccc2oc3c(c(=O)c2c1)C(c1ccccc1F)N(CCCN1CCOCC1)C3=O (stereo not given),-2.6%,0,4%,5,0,11%,1,-1%,0
COc1ccc2c3c(c(=O)oc2c1)C1O[C@](CCCCN2C(=O)c4ccccc4C2=O)(Cc2c1ccc1ccccc21)O3,-2.5%[11.5 µM],-6,.,.,3,.,.,.,-10
Cc1ccccc1CN1CCc2c(OCC(=O)N3CCCc4ccccc43)cccc2C1=O,5.7%,-4,-3%,-5,11,-2%,15,-7%,4
Cc1ccc(Cn2c(CNC(=O)c3ccc(Cl)c([N+](=O)[O-])c3)nc3cccnc32)cc1,-0.3%,0,8%,-5,2,2%,-6,-2%,-11
N#CCCN(C(=O)CSc1nnc(-c2ccncc2)n1C1CC1)c1ccccc1,2.7%,-1,1%,-8,1,-3%,0,0%,9
COC(=O)COc1ccc(S(=O)(=O)N2CCOCC2)cc1,-1.0%,2,-1%,-2,1,-4%,-3,-1%,12
S=C(NCc1cccs1)Nc1cccc(Cl)c1Cl,-0.6%,-8,3%,-10,5,-1%,-6,0%,-27
CC(C)OCCCNc1nc2c(cnn2C)c(=O)[nH]1,.,.,11%,-3,.,-3%,.,0%,.
O=C(CCC1CCCC1)NC1CCCCC1,0.5%,2,-10%,-1,1,3%,-3,0%,-3
O=c1oc2ccccc2c(NC(c2ccccc2)c2ccccc2)c1[N+](=O)[O-],4.2%,-6,-2%,4,1,-5%,13,2%,-20
CC1(C)CC(=O)C(C=NCC2CCN(C(=O)Nc3ccc(Cl)c(Cl)c3)CC2)=C(O)C1,-0.3%,-6,2%,-2,0,5%,-18,-1%,4
O=C(CN1C(=O)NC2(CCc3ccccc32)C1=O)NCCc1ccccc1 (stereo not given),-0.5%,13,1%,-4,3,-4%,.,-1%,4
CCOc1ccc(NCc2cccn2-c2nnc(N3CCC(C(=O)NCCCN4CC(C)CC(C)C4)CC3)s2)cc1 (stereo not given),1.4%,-6,?,9,7,-8%,1,-4%,0

# High-throughput results as filed in PubChem BioAssay.
